proCasp3 act: activators of human procaspase-3 D3A mutant, primary screen, biochemical, absorbance, PC-3 D3A mutant, single concentration; AID 463141, 2010; activation, % at 8.5 µM; Caspase-3 (Homo sapiens), P42574; 330,000 compounds, 0.11% hits; recombinant procaspase-3 D3A, Ac-DEVD-pNA absorbance 405 nm;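 active means activation above the mean of all tested compounds plus 3 SD, cut at about 21% in these data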;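 further: 0% = DMSO alone and 100% = DMSO wells spiked with extra 5 µM PC-3 D3A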
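Assay system: Autoprocessing-dead procaspase-3 D3A mutant enzyme; also added: Ac-DEVD-pNA; doses: one concentration, 8.5 µM nominal, 0.8% DMSO; times: 1 h compound preincubation, 2 h substrate hydrolysis at 25 °C; technique: 405 nm absorbance of p-nitroaniline, reads at 0 and 120 min; measure: % activation between DMSO and enzyme-spiked controls; repeats: single replicate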
RPL19A-GFP yeast: RPL19A-GFP expression modulators in yeast, primary screen, cell-based, S. cerevisiae, multiplex flow cytometry, MLPCN; AID 2025, 2009; S. cerevisiae RPL19A-GFP strain, 3 h; stronger effect = lower value; percent response vs DMSO, % at 10 µM; 330,000 compounds, 0.3% hits;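 active means percent response vs DMSO below 50%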;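 further: median channel GFP fluorescence of the barcoded RPL19A-GFP strain; ratio of sample median GFP to plate DMSO average so 100% = DMSO; lower means less RPL19A-GFP as with rapamycin TOR inhibition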
ZTA DNA inh: blocks Epstein-Barr virus ZTA, an EBNA-1 counter-screen. ZTA-DNA binding, fluorescence polarization. 320,000 compounds, 0.15% hits. P03206. inhibition, % at 11 µM; in the data active means inhibition above about 33%
AHR act: AHR activators, primary screen, cell-based, luminescence, luciferase reporter, human; AHR-responsive luciferase reporter cells; 320,000 compounds, 2.5% hits; Aryl hydrocarbon receptor (Homo sapiens), P35869; AID 2796, 2010; activation, % at 5 µM; in the data active means activation above about 47%;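 further: 0% = vehicle wells and 100% = reference agonist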
MEP2-GFP yeast: modulators of MEP2-GFP levels in yeast, primary screen, S. cerevisiae, multiplex flow cytometry, MLPCN library; S. cerevisiae MEP2-GFP strain, 3 h; 100% = DMSO control level; GFP response vs DMSO, % at 10 µM; 330,000 compounds, 0.51% hits; AID 2016, 2009;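 active means GFP response versus DMSO above a set limit, roughly screen mean plus 3 SD, cut at about 180% in these data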;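 further: median GFP fluorescence of the barcode-gated MEP2-GFP cells per well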
proCasp7 act: procaspase-7 activators, primary screen, counter-screen for procaspase-3 activator project, biochemical, absorbance, HTS, human; recombinant procaspase-7, Ac-DEVD-pNA absorbance 405 nm; D23A/D198A/D206A triple mutant, cannot self-cleave; scale: DMSO 0, 5 µM enzyme 100; AID 463210, 2010; Caspase-7 (Homo sapiens), P55210; 330,000 compounds, 0.093% hits; activation, % at 8.5 µM;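 active means percent activation above the screen-wide mean plus 3 SD, cut at about 25% in these data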
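System: Procaspase-7 triple mutant (PC-7 D3A); measure: % activation from two-timepoint absorbance difference, scaled to controls; times: 1 h compound preincubation, 2 h substrate cleavage, 25 °C; also added: Ac-DEVD-pNA substrate, 400 µM as added; measured by: Epi-absorbance of released pNA at 405 nm, two timepoints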
LAP4 TOR yeast: modulators of LAP4-GFP expression in yeast, primary screen, S. cerevisiae, multiplex flow cytometry, MLPCN library; 3 h; median GFP as percent of DMSO wells; GFP response vs DMSO, % at 10 µM; 320,000 compounds, 0.34% hits;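 active means GFP response vs DMSO above a set limit, about the screen mean plus 3 SD, cut at about 150% in these data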
EBNA-1 inh: EBNA-1 DNA-binding inhibitors, primary screen, biochemical, fluorescence polarization; inhibition, % at 14.8 µM; 300,000 compounds, 0.34% hits; in the data active means inhibition above about 28%
The depositor's hits bear a star; nt = not tested or not shown; [ ] = dose if it differs, or a comment.

Start of the listing, in advance (4 entries):
SMILES	proCasp3 act	RPL19A-GFP yeast	ZTA DNA inh	AHR act	MEP2-GFP yeast	proCasp7 act	LAP4 TOR yeast	EBNA-1 inh
CN(/N=C/c1cc(Br)cc(Br)c1O)c1cccc(C(F)(F)F)n1	-11	104	14	12	98	-9	102	9
O=C(O)CCCNC(=O)Cc1ccccc1	2	99	-1	0	104	9	104	-8
O=C1N(c2ccccc2)C2CS(=O)(=O)CC2N1c1ccc(Cl)c(Cl)c1 (stereo not given)	-6	95	-3	1	99	8	92	7
Cc1ccc2c(c1)C(C)CC(C)(C)N2C(=O)NC1CCCCC1 (stereo not given)	-5	97	5	2	100	1	100	0

All compounds of this part, repeating the preview:
SMILES	proCasp3 act	RPL19A-GFP yeast	ZTA DNA inh	AHR act	MEP2-GFP yeast	proCasp7 act	LAP4 TOR yeast	EBNA-1 inh
CN(/N=C/c1cc(Br)cc(Br)c1O)c1cccc(C(F)(F)F)n1	-11	104	14	12	98	-9	102	9
O=C(O)CCCNC(=O)Cc1ccccc1	2	99	-1	0	104	9	104	-8
O=C1N(c2ccccc2)C2CS(=O)(=O)CC2N1c1ccc(Cl)c(Cl)c1 (stereo not given)	-6	95	-3	1	99	8	92	7
Cc1ccc2c(c1)C(C)CC(C)(C)N2C(=O)NC1CCCCC1 (stereo not given)	-5	97	5	2	100	1	100	0
Cc1ccc(C(=O)N[C@H](C(=O)NC2CCCCC2)C(C)C)cc1	4	112	nt	0	108	15	111	nt
C=C[C@](C)(CC[C@@]1(C)C(C)CC(OC2OC(C)C(OC3OC(COC(C)=O)C(O)C(O)C3O)C(O)C2O)[C@@]2(C)C(C)=CCCC12)OC1OC(C)C(O[C@@H]2O[C@@H](C)C(O)C(O)[C@H]2O)C(O)C1O (stereo not given in full)	2	89	nt	1	85	-1	93	nt
CCN(CC)C(=O)C1CCCN(Cc2sccc2C)C1 (stereo not given)	0	96	2	-4	101	-5	97	-5
Nn1c(SCC(=O)NC2CCS(=O)(=O)C2)nnc1-c1cccs1 (stereo not given)	12	101	8	-1	102	8	106	-4
O=C(c1cnn(C(=O)COc2ccc(Cl)cc2)c1)c1ccccc1O	0	98	21	3	93	4	86	1
Cc1ccc(NC(=S)NC2CC3CCC(C2)N3Cc2ccco2)cc1C (stereo not given)	5	94	-5	0	94	-8	92	-3
CN(C)C(CNC(=O)c1cc(S(=O)(=O)N2CCOCC2)ccc1F)c1cccs1 (stereo not given)	3	96	nt	0	100	6	108	nt
NC(=O)c1cccc2cc3ccccc3cc12	-8	96	0	1	96	2	94	-16
CCOC(=O)/C(C#N)=C/c1c(N2CCCCCC2)nc2ccccn2c1=O	0	104	-2	16	101	5	91	10
C=CC[n+]1c(C)csc1Nc1ccc(C(=O)O)cc1	2	98	0	4	103	1	99	8
N#CCN1CCN(CC(=O)c2ccc(Br)cc2)CC1	1	100	-6	10	91	-3	97	-6
O=C(c1cc(-c2ccco2)nc2ccccc12)N(Cc1nnc(-c2ccc(Cl)cc2)o1)C1CC1	-7	95	-7	5	100	-18	121	-15
COC(=O)C1CCN(C(=O)COc2ccc(Cl)cc2)CC1	5	98	8	-4	103	1	101	-7
Cc1cccc(-c2cc3c(nn2)-c2ccccc2C3=O)c1	0	88	-3	35	95	7	102	-3
O=C(O)CSc1cc(NS(=O)(=O)c2ccc(Cl)cc2)c2ccccc2c1O	-9	105	11	50*	110	-22	91	3
COc1ccc(Cc2nnc(SCC(=O)NC3CCCC3)o2)cc1	-8	95	-5	2	105	4	96	8
O=S1(=O)CCOC[C@H](Cc2ccccc2)N1Cc1cccc(Cl)c1	-4	98	-2	1	98	7	138	4
Cc1cc(C)nc(N2C(=O)CC(Cc3ccccc3)C2=O)n1 (stereo not given)	-3	102	-5	-2	101	-9	93	-13
CN(CC(=O)Nc1ccccc1C(F)(F)F)C(=O)CSc1nc(N)cc(N)n1	-7	100	2	0	96	2	102	nt
C[C@@H](NC(=O)c1[nH]cnc1C(=O)Nc1cccc(Cl)c1)c1ccccc1	8	99	-6	21	94	7	79	nt
Cc1nc(SCC(=O)NNC(=O)c2cccs2)[nH]c(=O)c1C	3	98	-3	2	100	0	99	9
Cc1cc(NC(=O)c2ccccc2Cl)c(C(C)C)cc1O	12	105	13	-1	105	-2	103	8
NN1C(=O)/C(=C2/Sc3ccccc3N2CCCS(=O)(=O)O)SC1=S	10	91	-4	-1	98	-10	90	7
COc1ccc(-n2c(=O)cc(N3CCCCCC3)[nH]c2=O)cc1	1	93	-1	5	105	-2	104	-12
CCCc1n[nH]c2c1/C(=N\O)CCC2	-1	88	-4	6	83	-5	89	-14
CC(C)(C)N1[C@@H](CC(=O)O)c2cc(C(F)(F)F)ccc2S1(=O)=O	1	nt	-7	9	nt	2	nt	-22
O=C(O)C1(c2ccccc2)CCN(S(=O)(=O)c2cccc(Cl)c2)CC1	-3	33*[may fluoresce violet]	-8	-1	194*[may fluoresce violet]	-11	57[may fluoresce violet]	4
COc1ccc(CCNC(=O)CSc2nc3[nH]ncc3c(=O)n2-c2ccc(Cl)cc2Cl)cc1OC	1	98	-6	3	93	7	114	-7
COc1cc(C(=O)NCc2cccc(Cl)c2)ccc1OCC(=O)N1CCOCC1	9	85	-14	-2	89	3	89	6
Cc1c(NC(=O)CSc2ncnc3ccccc23)c(=O)n(-c2ccccc2)n1C	0	100	-14	8	112	9	102	-19
COc1ccccc1NC(=O)N1CCCC1C(=O)NC1CCCCC1 (stereo not given)	0	100	3	3	100	8	97	-6
COc1ccc(C(=O)C(C)OC(=O)CCN2C(=O)C3CC=CCC3C2=O)cc1 (stereo not given)	4	94	-1	2	85	2	75	nt
O=C(NC(=S)Nc1cccc(O)c1)c1ccco1	-3	103	-10	-1	110	-16	86	-23
NC(=S)N/N=C/c1ccc(-c2ccc(SC(F)F)cc2)o1	-21	90	-5	53*	88	-8	107	-2
CC1Cc2cc(C(=O)O)ccc2O1 (stereo not given)	4	104	-1	3	102	5	96	-8
Fc1cnc(N2CCN(c3ccccc3)CC2)nc1N1CCN(c2ccccc2)CC1	7	98	10	-5	98	8	96	-7
CCC1(c2ccccc2)NC(=O)N(CC(=O)Nc2ccc3c(c2)OCO3)C1=O (stereo not given)	-4	105	5	9	108	-8	94	12
COC(=O)C1C2C=CC3(CN(CCc4ccccc4)C(=O)C13)O2 (stereo not given)	1	94	-3	3	92	-7	86	3
CCCN(CC(=O)Nc1ccccc1OC)C(=O)c1ccncc1	-9	102	-7	6	102	3	100	-9
Cc1ccc(S(=O)(=O)Oc2ccccc2N2C(=O)C3CC=CCC3C2=O)cc1 (stereo not given)	-8	100	0	1	92	0	97	-5
COc1ccc(C(C2C(=O)CC(C)(C)CC2=O)C2C(=O)CC(C)(C)CC2=O)cc1COCC(F)(F)F	5	100	6	0	93	0	100	-8
COc1cc(C2Nc3cc(Cl)c(S(N)(=O)=O)cc3S(=O)(=O)N2)ccc1OCc1ccccc1 (stereo not given)	0	100	1	0	100	3	102	11
Cc1cccc([C@@H]2[C@@H]3C(=O)N(Cc4ccccc4)C(=O)[C@@H]3[C@]3(CC(C)C)C(=O)N(c4cccc(Br)c4)C(=O)N23)c1	2	95	-11	5	98	1	129	10
O=C(c1ccc(OC2CCN(CCc3ccccc3)CC2)cc1)N1CCCC(O)C1 (stereo not given)	5	100	-1	-1	100	1	107	-7
COc1ccc(C(=O)COC(=O)c2cc(S(=O)(=O)N3CCCCC3)ccc2N2CCOCC2)c(OC)c1	8	96	0	2	99	-6	102	-4
COc1ccc(CNC(=O)c2ccccc2SCC(=O)NCc2ccco2)cc1	7	94	-13	2	101	-15	98	nt

(listing goes on)
SMILES	proCasp3 act	RPL19A-GFP yeast	ZTA DNA inh	AHR act	MEP2-GFP yeast	proCasp7 act	LAP4 TOR yeast	EBNA-1 inh
CCOC(=O)C1CCCN(C(=O)c2ccc(S(=O)(=O)NCc3ccco3)cc2)C1 (stereo not given)	-12	103	-15	0	105	6	99	5
CCCCCCCCNC(=O)c1cnccn1	12	102	-3	-1	104	-5	99	7
c1ccc(OCc2nc(-c3cccs3)no2)cc1	0	94	-1	6	92	-2	97	1
NS(=O)(=O)c1ccc(NC(=O)CSc2ncccn2)cc1	9	93	-12	6	90	8	98	4
CCOc1ccc(CCNC(=O)c2ccc(CS(=O)Cc3cccc(Cl)c3)o2)cc1 (stereo not given)	-1	101	11	2	104	3	96	8
COc1ccc(-c2cn(-c3ccccc3)nc2C(=O)O)cc1OC	10	103	1	7	104	-2	97	-8
Cc1cc2c(cc1C)-c1nnc(-c3ccc4ccccc4n3)n1C(C)(C)C2	8	95	-4	2	103	6	96	0
COC(=O)CCn1nnc(-c2ccc(C)cc2)n1	2	101	3	0	97	6	102	-7
CSc1nsc(SCC(=O)Nc2ccccn2)n1	1	99	-15	6	110	-1	85	8
Cc1nc(-c2cccs2)sc1C(=O)NN	-3	97	7	14	99	0	106	7
COc1ccc(CCNS(=O)(=O)c2cn(C)nc2C)cc1	6	87	5	-2	89	1	94	3
COc1cccc(/C=C/C(=O)N2CCN(S(=O)(=O)c3ccccc3)CC2)c1OC	-6	100	-10	10	101	6	98	-7
O=C(CNC(=O)C1CC(=O)N(c2cccc3ccccc23)C1)Nc1ccccc1Br (stereo not given)	7	95	2	2	96	1	97	nt
CCc1nnc2n1N=C(c1ccccc1)CS2	1	105	6	1	105	-3	90	8
CN(C)CCOC(=O)/C(=C/c1cn(C)c2ccccc12)NC(=O)c1ccccc1	-2	45*[may fluoresce violet]	-19	63*	296*[may fluoresce violet]	-7	95[may fluoresce violet]	-9
O=C(Cn1ccc2ccccc2c1=O)NCCC(=O)N1CCN(C(=O)c2ccco2)CC1	-1	96	-5	-2	94	7	97	-6
COc1ccc(-n2ccnc(SCC(=O)NC3CCCC3)c2=O)cc1	-14	96	11	2	99	-23	110	-15
CCOc1cc(C2C3=C(CC(C)(C)CC3=O)Nc3n[nH]c(C)c32)ccc1O (stereo not given)	-8	101	-5	0	97	-2	99	-6
COc1ccc(NC(=O)C2CCN(S(=O)(=O)c3ccccc3)CC2)cc1	-7	91	-2	4	106	-7	101	-6
CCOC(=O)N1CCN(C(=O)CCCn2c(=S)[nH]c3ccsc3c2=O)CC1	0	97	1	3	101	5	101	-2
CN1CCN(CCCCOc2cccc3ccccc23)CC1	3	101	-1	6	105	5	99	-3
O=C(NCc1ccccc1)c1ccc2ccccc2n1	-3	103	-1	5	108	-1	100	2
CC1(C)CC2(CCCN(C(=S)Nc3ccccc3)C2)CCO1 (stereo not given)	2	93	0	-1	97	3	110	3
O=C(Nc1ccn(Cc2c(F)c(F)cc(F)c2F)n1)c1ccc(COc2ccccc2Cl)cc1	-2	100	-3	-14	109	-1	107	-1
Cc1cccc(N2CCN(C(=O)Cn3cccc3C(=O)c3ccccc3)CC2)c1C	1	95	-31	-1	99	4	106	5

Compound activity (PubChem BioAssay)
